Compound activity deposited in PubChem by University of Kansas High Throughput Screening Laboratory.
mHTT-CaM PPI inh: mutant huntingtin-calmodulin interaction inhibitors – biochemical, AlphaScreen, primary screen | P42858 | AlphaScreen His-mHTT/GST-CaM binding, luminescence | inhibition, % at 15 µM | 190,000 tested, 3.6% active;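 also: 0% = both proteins with DMSO and 100% = one protein alone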
Pf apPOL block: Pf-apPOL inhibitors, biochemical, fluorescence | Plasmodium falciparum apicoplast DNA polymerase (apPOL) | Recombinant Pf-apPOL, molecular beacon fluorescence, 1.5 h | inhibition, % at 10 µM | 210,000 tested, 0.25% active
* = called active by the depositor; . = not tested or not shown; & = joins results of further samples; ! = not confirmed by another sample. Rule as the data show it: active = inhibition above about 50%; inactive = the rest.

Every second line gives: mHTT-CaM PPI inh, Pf apPOL block
> COc1ccccc1C1=N/C(=C\c2ccccc2)C(=O)O1
 : 9, -3
> O=[N+]([O-])c1cccc(C2SCCN2S(=O)(=O)c2cccc(C(F)(F)F)c2)c1 (stereo not given)
 : 0, -1
> CCOc1ccc(N=Cc2ccc(N(C)C)cc2)cc1
 : 5, 1
> CCC1CCc2c(sc(NC(=O)c3ccccc3Br)c2C#N)C1 (stereo not given)
 : 0, 15
> N#Cc1ccccc1Cn1c(=O)n(Cc2ccc3c(c2)OCO3)c(=O)c2ccccc21
 : 1, 0
> O=C(Nc1nccn(-c2ccc(F)c(Cl)c2)c1=O)c1ccncc1
 : -6, 1
> COc1cc(C)nc(NC(=O)NC(=O)c2ccc(C(F)(F)F)cc2)n1
 : -1, -4
> Clc1ccc(Cn2ncc3c(N4CCN(c5ccccn5)CC4)ncnc32)c(Cl)c1
 : 5, 1
> COc1cc2c(cc1OC)C(NN)=NC(C)(C)C2
 : 14, -2
> CCOc1ccc(-c2cc(OCC)c3c(C)oc(C)c3c(=[O+]CC)c2)cc1
 : 20, -5
> COc1cc(C(=O)Nc2c3c(nn2-c2ccc(F)cc2)CS(=O)(=O)C3)cc(OC)c1OC
 : -1, -1
> Cc1ccc(F)cc1S(=O)(=O)N1CCC2(C1)C(=O)Nc1ccccc12 (stereo not given)
 : 8, 1
> CCOCCSc1nc2c(c(=O)[nH]1)C(C1CCCC1)Cc1ccccc1-2 (stereo not given)
 : -8, 0
> O=C(CC1c2ccccc2Oc2ccccc21)NCc1ccco1
 : -1, 0
> COc1cc(CNC(=O)C2CCN(c3cc(=O)n(C)c(=O)n3C)CC2)cc(OC)c1
 : 33, -2
> O=C(c1ccccc1Cl)N1CCC2(CC1)NC(=O)N(Cc1ccc(Cl)cc1)C2=O
 : 15, -4
> O=C(c1cccs1)N1CCCC(c2ccnc(-c3ccccc3)n2)C1 (stereo not given)
 : 95*, -6
> CCCc1nc(-c2c(C)cc(C)nc2NC(=O)c2ccccc2Br)no1
 : 1, -3
> CCOc1cccc(C2CC(c3ccc(C)c(C)c3)=NC3(CCN(C)CC3)N2)c1O (stereo not given)
 : 7, 2
> COc1ccc2c(=O)c(-c3ccccc3)c(C(F)(F)F)oc2c1
 : 1, -5
> Cn1c(-c2nonc2NC(=O)c2ccc(F)cc2)nc2ccccc21
 : -3, 16
> Cc1ccc(Sc2nccnc2N2CCCC(C(=O)NCc3ccc(C)o3)C2)cc1 (stereo not given)
 : 4, 3
> CCc1ccccc1S(=O)(=O)N1CC=C(c2cn(C)c3ncccc23)CC1
 : 20, -7
> CC(C)Oc1ccc(CN2CCc3nc(N4CCN(c5ccccc5)CC4)ncc3C2)cc1
 : 31, -1
> O=C(CN1CCC(c2nnc(C3CC3)o2)CC1)N1CCN(c2ccccc2)CC1
 : -10, -1
> Cc1cccc(C)c1NC(=O)Nc1nnc2ccccn12
 : -2, 1
> CCOc1ccc(NC(=O)C(C)Sc2nnc(-c3cccc(OCC)c3)n2C)cc1 (stereo not given)
 : 9, -6
> Cc1ccccc1-n1c(=O)n(CCC(C)C)c(=O)c2c1ncn2C(C)C
 : 26, 0
> Cc1ccc(C)c(NC(=O)C23CCC(C)(C(=O)C2)C3(C)C)c1 (stereo not given)
 : -2, -5
> Cc1cccc(-n2nc3c(c2NC(=O)c2cccc(F)c2)CS(=O)(=O)C3)c1C
 : 3, -11
> O=C(CSc1nnc(Cn2ccc(=O)[nH]c2=O)o1)Nc1ccc(Cl)cn1
 : -17, 0
> O=C(Nc1ccc2c(c1)CCC2)C1CCc2nc(N3CCCCC3)ncc2C1 (stereo not given)
 : 0, -5
> CC(C)c1nc(-c2ccc(OCc3ccccc3)cc2)no1
 : -141, -7
> O=C(CCNS(=O)(=O)c1ccc(Br)s1)Nc1ccc(Br)cc1
 : 3, 8
> CCc1nnc(NC(=O)c2ccc(OC)c([N+](=O)[O-])c2)s1
 : 0, 0
> COc1ccccc1OCC(O)CN1CCN(c2ccc(F)cc2)CC1 (stereo not given)
 : -14, -10
> O=C(CC1CCCCC1)Nc1ccccn1
 : -6, -3
> O=C(C=Cc1ccc(OC(F)(F)F)cc1)NNC(=O)c1ccc(Cl)cc1
 : ., -4
> COc1ccc(C(=O)C=Cc2ccc3c(c2)OCCO3)c(O)c1
 : 14, 6
> Cc1ccc([N+](=O)[O-])cc1S(=O)(=O)N(C)C
 : 1, 3
> Cc1c(NC(=O)CCc2nc(-c3ccccc3F)no2)cccc1[N+](=O)[O-]
 : 5, -2
> CC(=O)C(=CN(C)C)SCc1ccccc1C
 : ., -4
> O=C(NCc1cc(F)cc(F)c1)c1cn2cc(Cl)ccc2n1
 : 0, -4
> Nc1c(NCc2ccccc2)c2ccccc2oc1=O
 : 7, 4
> O=C(Nc1ccc(F)c(Cl)c1)c1nsc(Cl)c1Cl
 : ., -2&-8

Among those listed so far, these have bromine:
Every second line gives: mHTT-CaM PPI inh, Pf apPOL block
> CCC1CCc2c(sc(NC(=O)c3ccccc3Br)c2C#N)C1 (stereo not given)
 : 0, 15
> CCCc1nc(-c2c(C)cc(C)nc2NC(=O)c2ccccc2Br)no1
 : 1, -3
> O=C(CCNS(=O)(=O)c1ccc(Br)s1)Nc1ccc(Br)cc1
 : 3, 8

Next part:
Every second line gives: mHTT-CaM PPI inh, Pf apPOL block
> COc1ccc2c(CN3CCN(C(C)=O)CC3)cc(=O)oc2c1
 : -8, -3
> O=C1CCC(OCc2ccccc2)CCN1[C@H](CSc1ccccc1)Cc1ccccc1 (stereo not given in full)
 : 53*, -4
> CCN(Cc1ccccc1)S(=O)(=O)c1ccc(F)c(C(=O)Nc2cc(OC)ccc2OC)c1
 : -2, -6
> Cc1nc(=O)c(-c2ccccc2)c(C)n1-c1ccccc1
 : -6, 10
> COc1ccccc1C(=O)N1CCc2nc(-c3ccccc3)ncc2C1
 : 4, -2
> CS(=O)(=O)N1CCC(C(=O)Nc2nnc(SCC(=O)NC3CCCC3)s2)CC1
 : -11, -5
> COc1cccc(CCC(=O)N2CCC(c3nc(C(=O)N4CCCCC4)c(C)o3)CC2)c1
 : 7, 1
> COc1ccc(N2C(=O)C3CCCN3C2c2ccccc2Cl)cc1 (stereo not given)
 : 13, -5
> CCOc1cccc(OCCCCN2CCOCC2)c1
 : -3, -3
> Cc1ccc(C2=NN(C(=O)CN3CCOCC3)C(c3cc(C)ccc3C)C2)c(C)c1 (stereo not given)
 : 65*, -2
> N#Cc1ccc(Br)o1
 : -9, .
> O=C1C(=CC=Cc2ccccc2)CCCC1=CC=Cc1ccccc1
 : ., 9
> O=C(CC12CC3CC(CC(C3)C1)C2)Nc1ccccc1Cl
 : -20, 1
> COc1cc(OC)c(NC(=O)N2CCOCC2)cc1Cl
 : 0, 1
> O=[N+]([O-])c1ccccc1/C=C/CN1CCN(CCO)CC1
 : -5, 0

A few values from the results shown:
mHTT-CaM PPI inh, Cc1nc(=O)c(-c2ccccc2)c(C)n1-c1ccccc1 : -6
Pf apPOL block, CCN(Cc1ccccc1)S(=O)(=O)c1ccc(F)c(C(=O)Nc2cc(OC)ccc2OC)c1 : -6
mHTT-CaM PPI inh, N#Cc1ccc(Br)o1 : -9
mHTT-CaM PPI inh, O=[N+]([O-])c1ccccc1/C=C/CN1CCN(CCO)CC1 : -5
mHTT-CaM PPI inh, COc1ccc(N2C(=O)C3CCCN3C2c2ccccc2Cl)cc1 (stereo not given) : 13
Pf apPOL block, O=C1CCC(OCc2ccccc2)CCN1[C@H](CSc1ccccc1)Cc1ccccc1 (stereo not given in full) : -4

Additional entries
Every second line gives: mHTT-CaM PPI inh, Pf apPOL block
> O=C1CSC(c2ccc(Br)cc2)N1c1cccc(C(F)(F)F)c1 (stereo not given)
 : -21, 0
> CC(=Nc1ccc(Br)cc1)c1sc2ccccc2c1O
 : -10, -4
> CC(C)c1nc2c(c(=O)n1CC(=O)NCc1ccc(F)cc1)CN(Cc1ccccc1)CC2
 : 3, 0
> O=C(Nc1cc(F)c2[nH]c(=O)ccc2c1)c1ccc(Br)o1
 : -2, 5
> CCOc1ccc(NC(=O)C2=C(C)NC(=O)NC2c2ccc(O)cc2)cc1 (stereo not given)
 : 5, -2
> CC(Sc1ccccc1)C(=O)NCCc1ccccc1 (stereo not given)
 : -13, -2
> CC(C)OCCCNC(=O)c1cnc2n(c1=O)CCS2
 : 3, -12
> Cc1nn(C)c(C)c1CCCN(C)C(=O)c1cccc(N2CCNC(c3ccccc3)C2)n1 (stereo not given)
 : 6, -2
> O=C(CC1SC(=NC2CCCCC2)NC1=O)Nc1ccccc1 (stereo not given)
 : -2, -11
> COC(=O)c1ccc(NC(=O)C2CCN(c3cc(C(=O)N4CCCC4)ccn3)CC2)cc1
 : 12, -2
> CC(C)(C)C(=O)ON=C(c1cccs1)C(C)(C)C
 : ., -5
> O=S(=O)(Nc1ccccc1C(F)(F)F)c1ccc2c(c1)-c1oncc1CO2
 : -4, 3
> CCCOc1ccccc1C1C(C#N)=C(N)Oc2n[nH]c(-c3ccc4c(c3)OCO4)c21 (stereo not given)
 : 25, -6
> Cc1ccc(-c2nc(C=Nc3ccc(C)cc3C)c(O)o2)cc1
 : 21, 1
> Cc1c[n+](C)ccc1CC1C([N+](=O)[O-])=CNc2ncnn21 (stereo not given)
 : 6, -2
> O=C(NN1CCOCC1)c1ccc(Cl)cc1
 : 3, 4
> CC(C)(C)n1nc2c(c1-n1cccc1)CN(C(=O)c1cc(-c3ccco3)[nH]n1)C2
 : 99*, 82*
> COc1ccc(N=Cc2cccc([N+](=O)[O-])c2O)cc1
 : 11, 2
> Nn1c(SCC(=O)Nc2ccc(Br)cc2)nnc1-c1ccccc1
 : -2, 4
> Cc1ccc(C(C)C)c(OCC(O)CNC2CCCCC2)c1 (stereo not given)
 : 7, 2
> Nc1ccc(Cl)cc1SCC(=O)O
 : -1, -5
> O=C(Nc1ccc(Cl)cc1)N1CCCC(Cn2cccc2)C1 (stereo not given)
 : ., -19
> CCNC(=O)c1cc(N(C)C)nc2ccc(F)cc12
 : -2, -1
> CC1CC(=O)N(CC(=O)Nc2cccc([N+](=O)[O-])c2)c2ccccc2S1 (stereo not given)
 : -15, -3
> O=C(Nc1ccc2oc(-c3ccncc3)nc2c1)c1ccccc1I
 : 0, -4
> CCOC(=O)C1CCN(C(=O)Cn2cnc(-c3ccccc3)cc2=O)CC1
 : -5, -4
> Cc1cccc(NC(c2ccccc2)c2ccc3ccc(C)nc3c2O)n1 (stereo not given)
 : 77*, -1
> CC1CCc2c(sc(NC(=O)c3cnccn3)c2C(N)=O)C1 (stereo not given)
 : 10, -3
> FC(F)(F)c1cc(-c2cccs2)n2ncnc2n1
 : ., 3
> O=C(Nc1nc2ccccc2s1)c1c(O)c2cccc3c2n(c1=O)CC3
 : 2, -4
> COc1cc(NC(=O)c2cccc(I)c2)c(OC)cc1Cl
 : -3, -1
> O=S(=O)(NCCSCc1c(F)cccc1Cl)c1cc(C(F)(F)F)cc(C(F)(F)F)c1
 : ., -2
> COc1ccc(OC)c(NC(=O)C2CCc3nc(N4CCN(C(C)=O)CC4)sc3C2)c1 (stereo not given)
 : 24, -2
> Cc1noc(COC2CCCN(S(=O)(=O)c3ccccc3)C2)n1 (stereo not given)
 : -5, 4
> CC1=C(Cl)c2ccc(C)cc2S1(=O)=O
 : -10&-3, 2
> C=CCc1ccccc1OCC(O)CN(CCO)CCO (stereo not given)
 : 0, -8
> COc1cccc(C(=O)N2CCC(O)(c3ccccc3)C(N(C)C)C2)c1 (stereo not given)
 : -1, -7
> O=C(O)c1ccc([N+](=O)[O-])c2c1NC(c1ccccc1)C1CC=CC21 (stereo not given)
 : 80*!, -7&0
> COc1ccccc1CNC(=O)c1ccccc1OC
 : -7, -4
> CC(=O)Nc1c2c(nn1-c1ccc(C)cc1C)CSC2
 : 2, -29
> COc1ccc(C(=O)N2N=C(C)CC2(O)c2ccc(Br)cc2)cc1 (stereo not given)
 : 45, 2
> Cc1ccccc1C1CCCN1C(=O)Nc1ccccc1Cl (stereo not given)
 : -12, -5
> O=C(Nc1cccc(-c2nc3ccccc3c(=O)o2)c1)c1ccc(I)cc1
 : -2, -2
> Cc1cc(C)c(-c2noc(C)n2)c(NC(=O)c2ccc(C)c(F)c2)n1
 : -3, 1
> Clc1ccccc1Nc1ncnc2c1nc1n2CCCC1
 : -2, -3
> O=NN(CCCl)C(=O)NCCCl
 : ., -3
> CCCNc1cc(N2CCC(CCC(=O)NC3CCCC3)CC2)ncn1
 : -3, 3
> COCCCN1C(=O)/C(=C\c2cnn(C)c2)NC1=S
 : -2, .
> CCc1nc2cc(N3CCC(C(=O)N4CCCCC4)CC3)cnc2nc1CC
 : -1, -1
> Cc1ccccc1C(=O)N1C(C(=O)NCc2ccncc2)COC12CCC(C)CC2 (stereo not given)
 : 6, -6
> CCOCCn1c(COc2ccccc2)nc2ccccc21
 : -10, -8
> COc1ccc2[nH]cc(CCNC(N)=O)c2c1
 : 4, -1
> CCC(C)NC(=O)c1c2c(nc3ccc(C)cc13)CCC2 (stereo not given)
 : 10, -3
> CN1/C(=C/C=C/c2ccc3ccccc3[n+]2C)C=Cc2ccccc21
 : 100*, -3
> COc1cc(C)c(C)cc1S(=O)(=O)N1CCN(Cc2ccccc2)CC1
 : 30, -9
> O=C1C2CCCN2C(c2cccc(Cl)c2)N1c1nccs1 (stereo not given)
 : 0, -7
> Cc1ccc(Cl)cc1S(=O)(=O)NCC(O)Cc1ccccc1 (stereo not given)
 : 13, -3
> Cc1cc(OCC(=O)Nc2ccc(Br)cc2F)nc(N2CCCCC2)n1
 : -9, -3
> N=c1oc2ccc(Cl)cc2cc1C(=O)Nc1ccc(F)cc1
 : 0, 3
> CCC1(C)CC(c2csc(C)n2)CCO1 (stereo not given)
 : 1, -5

Additional results
Every second line gives: mHTT-CaM PPI inh, Pf apPOL block
> O=Cc1ccc(-c2ccc(N3CCCCC3)c([N+](=O)[O-])c2)o1
 : 28, -3
> CCCCCC#CC(=O)Nc1nc2cc(C)c(C)cc2[nH]1
 : ., 5
> COc1cc2c(cc1OC)C(C(=O)N1CC(C)CC(C)C1)C(c1cccnc1)N(C)C2=O (stereo not given)
 : 3, -3
> COc1ccccc1Nc1ncc2c(n1)CCN(Cc1ccc(F)c(F)c1)C2
 : 13, -2
